TbPYK inhibitor: inhibitors of Trypanosoma brucei pyruvate kinase | Q57TT1 | TbPYK enzyme, Kinase-Glo Plus ATP luminescence, 45 min | Potency, µM (doses to about 76.8 µM), without a hit: top-dose activity, negative = inhibition, usual class: inhibitors | 410,000 tested, 0.12% active; also: nearly all actives have a fitted effect of over 50% in size
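ADP (130 uM final) triggers the TbPYK reaction after compound addition; incubation is 45 min at room temperature. Kinase-Glo Plus is then added and luminescence imaged. Normalized data are fitted to concentration-effect curves.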
HCV inhibitor: blocks hepatitis C virus | Huh7.5.1 HCVcc-Cre infection, luciferase reporter, 44 h | Potency, µM (highest dose often 41.8 µM), for inactives: at the highest dose activity change, negative = inhibition, hits mostly inhibitors | 340,000 tested, 3.4% active
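Seed cells (1,000/well) for 4 h; treat with compound and infect with HCVcc-Cre, moi about 0.5. Incubate 44 h, then detect luciferase activity.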
Active calls of the source: *; ? = inconclusive; & = joins results of further samples. Calls follow the shape of the dose curve; as a rule, active = well fitted curve in the direction sought with a large enough effect; inconclusive = small, poorly fitted or top-dose-only effect, or another doubt; inactive = no such curve, though single readings can be large; an effect the other way counts as inactive or inconclusive. % is scaled to controls: 0 for no effect and ±100 for the full control effect; potency is read from the fitted curve at half-maximal effect. An excerpt; count on the stated rates, not on these rows.

SMILES	TbPYK inhibitor	HCV inhibitor
COC(=O)/C=C/c1ccc2c(c1)S(=O)(=O)N(c1cccc(OC)c1)[C@H]2CC(=O)OC	-3%	11%
COCCCNC(=O)C[C@H]1C[C@H](C(=O)N(C(C)C)C(C)C)[C@@]2(C)c3[nH]c4ccc(Cl)cc4c3CCN2C1=O	-1%	?
Cc1ccc2nc(C)cc(C(=O)NC3CCCCCC3)c2c1	2%	9%
CCCC(C(=O)NNC(=O)c1cc(C)oc1C)c1ccccc1 (stereo unspecified)	-2%	-7%
O=C1C(CN2CCCC2)CCCC1CN1CCCC1 (stereo unspecified)	-22%	12%
NC1=NC[C@@H](CC2CCCCC2)N1CCc1cc(C(F)(F)F)cc(C(F)(F)F)c1	3%	?
Clc1cccc(N2CCN(CCCN3CCN(c4ccccc4)CC3)CC2)c1	-3%	11µM*
NC(=O)NN=C(C1CC1)C1CC1	4%	9%
COc1cc2[nH]c(O)c(C=O)c2cc1OC	-20%	8%
Cc1cc(C(=O)OCC(=O)Nc2ccccc2C(F)(F)F)on1	3%	15%
COc1c(N)c2c(c([N+](=O)[O-])c1OC)C(=O)OC2	1%	2%
Cc1ccc(C2(C)NC(=O)N(CC(=O)Nc3cc(S(=O)(=O)N4CCOCC4)ccc3OC(C)C)C2=O)cc1 (stereo unspecified)	0%	?
CCC(C)Sc1cc(-c2nc3ccc(Cl)cn3c2NC2CCCCC2)ccc1OC (stereo unspecified)	-1%&3%	10%
Cc1cc(Cl)ccc1OCCCC(=O)Nc1cc(S(=O)(=O)N2CCOCC2)ccc1N1CCOCC1	-2%	?
C[C@H](CO)N1C[C@H](C)[C@@H](CN(C)S(=O)(=O)c2ccccc2)Oc2c(NC(=O)NC3CCCCC3)cccc2C1=O	-12%	-5%
CCC1(CC)NC(=O)N(CC(=O)N2CCc3ccccc32)C1=O	-12%	28%
CC(=O)Nc1ccc(NC(=O)COC(=O)[C@@H]2CCCN2C(=O)c2cccs2)cc1	9%	15%
C[C@H](CO)N1C[C@H](C)[C@@H](CN(C)S(=O)(=O)c2ccc(F)cc2)Oc2c(NC(=O)Nc3ccc4c(c3)OCO4)cccc2C1=O	3%	-27%
Cc1ccc(S(=O)(=O)N(C)CCN(C)S(=O)(=O)c2ccc(C)cc2)cc1	4%	-4%
COc1ccc(OC)c(NC(=S)NCCC(c2ccccc2)c2ccccc2)c1	-5%	?
CC1CC2C(C(O)CC3(C)C2CCC3(O)C(=O)CO)C2(C)C=CC(=O)C=C12 (stereo unspecified)	0%	4%
COc1ccc(/C=C/C(=O)OCC(=O)NCc2ccccc2Cl)cc1OC	0%	-5%
CN(c1ccccc1)S(=O)(=O)c1cccc(C(=O)OCC(=O)NCc2ccccc2)c1	-1%	12%
CC1(CCc2ccccc2)NC(=O)NC1=O (stereo unspecified)	-11%	27%
CCN(CC)C(=O)[C@H]1CC(CC(=O)NCc2ccc(OC)c(OC)c2)C(=O)N2CCc3c([nH]c4ccc(OC)cc34)[C@]12C (stereo partly specified)	-2%	-11%

Other compounds follow.
SMILES	TbPYK inhibitor	HCV inhibitor
COc1ccc(C2(c3ccc(OC)cc3)NC(=O)N(CC(=O)Nc3cc(C)on3)C2=O)cc1	7%	?
CC(=O)[C@H]1CCC2C3CC=C4C[C@@H](O)CC[C@]4(C)C3CC[C@@]21C (stereo partly specified)	6%	16%
CC(C)(C)OC(=O)C[C@H]1C/C=C\C[C@@H](CC(=O)N(CCO)Cc2ccccc2)C(=O)N2CCC[C@H]2COC1=O	3%	14%
Cc1c(C2(O)CCCCC2)[nH]c2ccc(C#N)cc12	-3%	-8%
CC(=O)c1ccc(OCc2cc(C(=O)N3CCN(C4CCCC4)C(=O)C3)no2)cc1	-8%	-16%
NCCc1ccccc1	2%	13%
CC12CCC3C(CCC4CC(=O)CCC43C)C1CC(=NO)C2=O (stereo unspecified)	-8%	12%
C[C@H](CO)N1C[C@H](C)[C@@H](CN(C)S(=O)(=O)c2ccccc2)Oc2ccc(NC(=O)Nc3ccc(C(F)(F)F)cc3)cc2C1=O	3%	-16%
O=C(/C=C/c1ccccc1Cl)OCC(=O)N1CCCC1	2%	6%
O=C(/C=C/c1cccc([N+](=O)[O-])c1)OCC(=O)N1CCN(C(=O)c2ccco2)CC1	-8%	6%
C=CCOC(=O)C1=C[C@@H](c2cn(C(C)=O)c3ccccc23)C[C@@H](OCc2ccc(CO)cc2)O1	1%	-8%
OC[C@@H]1[C@@H](c2ccccc2)C(c2cccc(Cl)c2)=NN1c1ccccc1	2%	?
CC1(C)CC2CC(C)(CN2C(=O)COC(=O)c2cccc([N+](=O)[O-])c2)C1 (stereo unspecified)	-1%	-6%
O=C(Nc1cccc([N+](=O)[O-])c1)NN1CCCCCC1	7%	-26%
Cc1ccc(S(=O)(=O)N2CCN(c3ncccn3)CC2)cc1C	4%	-3%
CN(C(=O)c1cccc(NC(=O)Cc2cccc(NC(=O)C3CCN(C(=O)C4CCCC4)CC3)c2)c1)C1CC1	-6%	-22%
O=c1ccncn1C1OC(CO)C(O)C1O (stereo unspecified)	-8%	6%
O=C(COC(=O)COc1ccc(Cl)cc1)NCc1ccc2c(c1)OCO2	-3%	2%
c1ccc(Oc2ccccn2)cc1	-17%	-5%
COc1ccc(CCNS(=O)(=O)c2ccc3c(c2)CCCC3)cc1OC	1%	-11%
O=C(COC(=O)c1ccc(Cl)nc1)NCc1ccc(F)cc1	0%	18%
COc1ccc(NC(=O)/C(N=Nc2ccc(Cl)c(S(=O)(=O)Nc3ccc(Cl)cc3)c2)=C(\C)O)cc1	-5%	3%
CN(c1ccc(F)cc1)S(=O)(=O)c1ccc(Cl)c(C(=O)NCC2(N3CCOCC3)CCCCC2)c1	-4%	11µM*
O=C1[C@@H](Oc2ccccc2)[C@@H](c2ccccc2)N1c1cccnc1	-6%	-17%
CCOC(=O)C1=C(C)c2ccccc2OC1(C(=O)OCC)c1ccccc1 (stereo unspecified)	-1%	?

Additional compounds:
SMILES	TbPYK inhibitor	HCV inhibitor
O=C(COC(=O)c1ccc[n+]([O-])c1)Nc1cc([N+](=O)[O-])ccc1Cl	2%	-7%
CCOc1ccc(C(=O)OCC(=O)Nc2cc(S(=O)(=O)N3CCOCC3)ccc2N2CCOCC2)cc1	-12%	10%
CCCn1c(N)c(C(=O)CSc2nnc(-c3c[nH]c4ccccc34)n2C2CC2)c(=O)[nH]c1=O	-6%	?
CNC(=S)NCc1ccc(Cl)cc1	-10%	19%
C[C@]12c3[nH]c4ccccc4c3CCN1C(=O)C(CC(=O)NCCC1=CCCCC1)C[C@@H]2C(=O)N1CCCCC1 (stereo partly specified)	-6%	3%
NC(=O)C1(Nc2ccccc2Cl)CCCC1	-2%	-11%
C[C@@H]1CN([C@H](C)CO)C(=O)c2cc(NC(=O)Nc3ccc(C(F)(F)F)cc3)ccc2O[C@H]1CN(C)S(=O)(=O)c1ccccc1	-3%	?
COc1cc(-c2ccc3oc(-c4ccsc4)c(C#CC4(O)CCCCC4)c3c2)cc(OC)c1OC	-3%	?
O=C1C=CN2CCCCC2CC1 (stereo unspecified)	-16%	?
CN(c1ccccc1)S(=O)(=O)c1ccc(C(=O)NCc2ccc(F)cc2)cc1	6%	-20%
CCN(CC)CCNc1ccc(Cl)cc1[N+](=O)[O-]	-1%	-25%
O=S(=O)(Nc1ncnc2sccc12)c1cccc(F)c1	-7%	22%
COc1ccc(C(=O)OCC(=O)N2CCc3ccccc3C2)cc1OC	-7%	-13%
CC1CN(Cc2ccccc2)C(=S)N(c2ccccc2)C1=O (stereo unspecified)	-2%	19%
O=S(=O)(NC1CCCCCCC1)c1ccc(F)cc1	-3%	2%
O=[N+]([O-])c1cccc(N=Nc2ccc(O)cc2O)c1	-2%	1.8µM*
O=C(CCCN1C(=O)/C(=C/c2ccccc2OC(F)F)SC1=S)Nc1cccnc1	-6%	11µM*
C=C(C)CN1C(=O)C2(OCCO2)c2cc(Br)ccc21	-5%	-1%
S=C(Nc1ccccc1)N1CCN(c2ccccc2)CC1	-3%	5%
C=C1C(=O)OC2CC(C)C3C=CC(=O)C3(C)C(O)C12 (stereo unspecified)	-12%	2.5µM*
CC(C)C[C@@H](CNCC(=O)[C@H](C)NC(=O)c1[nH]cnc1C(=O)N[C@@H](C)CN)NC(=O)c1nc[nH]c1C(=O)N[C@@H](Cc1ccccc1)C(=O)O	-5%	28%
CN1C2=C(C(=O)CC(C)(C)C2)C(c2cccs2)C2=C1CC(C)(C)CC2=O	-10%	-20%
COc1ccc(C)cc1NC(=O)C1CC1c1ccccc1 (stereo unspecified)	-1%	?
CCN(c1ccccc1)S(=O)(=O)c1cccc(C(=O)OCC(=O)Nc2ccc(NC(C)=O)cc2)c1	-7%	17%
C=CCN=C1S/C(=C\N(C)C)C(=O)N1S(=O)(=O)c1ccc(C)cc1	0%	-4%

A second format for part of the listing above.
Cc1ccc(S(=O)(=O)N(C)CCN(C)S(=O)(=O)c2ccc(C)cc2)cc1
  TbPYK inhibitor = 4%	HCV inhibitor = -4%

COc1ccc(OC)c(NC(=S)NCCC(c2ccccc2)c2ccccc2)c1
  TbPYK inhibitor = -5%	HCV inhibitor = ?

Further entries
SMILES	TbPYK inhibitor	HCV inhibitor
O=C(NCc1cccc(Br)c1)c1cc(-c2ccccc2)nn1CC1CC(c2cccnc2)=NO1 (stereo unspecified)	1%	?
C=CCC[C@H](Cc1ccc(F)cc1)C(=O)OC[C@H](Cc1c[nH]c2ccccc12)NC(=O)[C@@H](CC=C)CC(=O)N[C@H](CO)Cc1ccccc1	-1%	?
N#Cc1ccc(S(=O)(=O)N2CCN(C(=O)c3cn(-c4ccccc4)nc3-c3cccnc3)CC2)cc1	7%	24%
Oc1c(Cl)cc(Cl)c(Cl)c1CN1CCOCC1	-1%	-4%
CC[C@@]1(C(=O)OC)N[C@H](CN(C)C(=O)Nc2ccc(OC)cc2)[C@@H]2C(=O)N(Cc3ccccc3)C(=O)[C@@H]21	0%	4%
CN(C)c1ccc(S(=O)(=O)N2CCC(Cc3ccccc3)CC2)cn1	-5%	?
O=[N+]([O-])c1ccccc1S(=O)(=O)Nc1cccc(S(=O)(=O)N2CCCC2)c1	-1%	22%
O=C(CS(=O)(=O)c1ccccc1)Nc1ccccc1Br	2%	-3%
C=CC[C@H](CC(=O)OC(C)(C)C)C(=O)OC[C@@H]1CCCN1C(=O)[C@H](CC=C)CC(=O)N[C@H](CO)Cc1ccccc1	-6%	?
CC(C)[C@H](NC(=O)c1cccc(CN(Cc2ccccc2)C(=O)/C=C/c2ccccc2)c1)C(=O)O	-1%	24%
CC(CCN1CCC(CN2C(=S)NCC2Cc2ccccc2)CC1)c1ccccc1 (stereo unspecified)	-3%	-8%
OC(C1=CC(=Cc2ccncc2)c2ccccc21)c1ccncc1 (stereo unspecified)	1%	11µM*
CCOC(=O)C1CCCN1C(=O)C1(NC(C)=O)CCCC1 (stereo unspecified)	0%	9%
O=C1CSC(=S)N1N=Cc1ccc(Cl)cc1Cl	-5%	2%
C[C@H](CO)N1C[C@H](C)[C@@H](CN(C)S(=O)(=O)c2cccs2)Oc2c(NC(=O)c3ccncc3)cccc2C1=O	-1%	8%
C[C@@H]1COC(=O)[C@H](CC(=O)OC(C)(C)C)C/C=C\C[C@@H](CC(=O)N[C@H](CO)Cc2ccccc2)C(=O)N1	-1%	8%
O=C(Cc1c(F)cccc1Cl)OCC(=O)N1CCc2ccccc21	-8%	0%
Cc1cc2c(cc1C)C(=O)C(=O)N2	2%	26%
CCOc1ccc(C(c2c(C)n(C)n(-c3ccccc3)c2=O)c2c(C)n(C)n(-c3ccccc3)c2=O)c(O)c1	-6%	18%
CCN(C(=O)CSc1nc2ccccc2[nH]1)C1CCS(=O)(=O)C1 (stereo unspecified)	-5%	4%
O=C1CCC(C(=O)OCC(=O)N2N=C3/C(=C\c4ccccc4)CCCC3C2c2ccccc2)N1 (stereo unspecified)	6%	?
C[C@H](CO)N1C[C@H](C)[C@@H](CN(C)CC2CCCCC2)Oc2ccc(NS(C)(=O)=O)cc2C1=O	1%	25%
COc1ccc(C(=O)O)cc1S(=O)(=O)NC1CCN(Cc2ccccc2)CC1	1%	20%
Cc1ccc(OCCNC(=O)CNC(=O)c2ccc(Cl)c([N+](=O)[O-])c2)cc1	3%	?
C=CC[C@@H](CC(=O)NCCO)C(=O)N[C@H](COC(=O)[C@H](CC=C)CC(=O)OC(C)(C)C)Cc1c[nH]c2ccccc12	1%	-17%

Laid out differently: five of the compounds above
molecule,TbPYK inhibitor,HCV inhibitor
Oc1c(Cl)cc(Cl)c(Cl)c1CN1CCOCC1,-1%,-4%
O=C1CCC(C(=O)OCC(=O)N2N=C3/C(=C\c4ccccc4)CCCC3C2c2ccccc2)N1 (stereo unspecified),6%,?
CCN(C(=O)CSc1nc2ccccc2[nH]1)C1CCS(=O)(=O)C1 (stereo unspecified),-5%,4%
O=C(Cc1c(F)cccc1Cl)OCC(=O)N1CCc2ccccc21,-8%,0%
O=C(NCc1cccc(Br)c1)c1cc(-c2ccccc2)nn1CC1CC(c2cccnc2)=NO1 (stereo unspecified),1%,?

Reprinted at random: 2 entries already listed, in no set order.
SMILES	TbPYK inhibitor	HCV inhibitor
CCOc1ccc(C(c2c(C)n(C)n(-c3ccccc3)c2=O)c2c(C)n(C)n(-c3ccccc3)c2=O)c(O)c1	-6%	18%
O=C(NCc1cccc(Br)c1)c1cc(-c2ccccc2)nn1CC1CC(c2cccnc2)=NO1 (stereo unspecified)	1%	?

Assay outcomes from PubChem BioAssay.
